# D2 PAM: positively modulates the human D2 dopamine receptor allosterically. P14416. HEK293 T-REx D2, calcium flux, EC20 dopamine potentiation. potentiation, % at 10 µM. 340,000 tested, 0.34% active. AID 485347;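 active = potentiation over 3 SD above the plate norm, cut at about 30% in these data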; also: 0% is about no effect
#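 Potentiation of an EC20 dopamine calcium response measured kinetically over 180 s, after a preceding 180 s compound-only read flagging agonists. Cells: inducible Hek293 Trex D2 line, 4000/well, cultured overnight at 30 C before dye loading.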
# TRHR PAM: allosterically enhances the human TRH receptor; TRHR cells, fluo-8 calcium fluorescence, EC20 TRH enhancement; enhancement, % at 2 µM; 360,000 tested, 0.66% active; in the data active = enhancement above about 30%; also: 0% is about no effect
#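 Enhancer read-out: after compound pinning and an initial kinetic agonist-mode read, an EC20 of TRH (10 nM final) was injected and fluo-8 calcium signal (Ex 480/Em 530) followed at 1 s/cycle for 100 cycles in TRHR-expressing cells.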
# D2 antagonist: D2 dopamine receptor (human) antagonism | P14416 | HEK293 TREx D2 cells, calcium flux, dopamine EC80 | inhibition, % at 10 µM | 340,000 tested, 2% active; in the data active = inhibition above about 30%; also: 0% is about no effect
#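 Antagonism is scored as inhibition of an EC80 dopamine-evoked calcium signal in a force-coupled, tetracycline-inducible HEK293 T-REx D2 line, with compound present 180 s before agonist.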
# TRHR agonist: TRH receptor (human) agonism; P34981; TRHR cells, calcium flux fluo-8, FDSS agonist mode; activation, % at 2 µM; 360,000 tested, 0.18% active; AID 493084; also: 0% is about no effect
#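 Agonist-mode FDSS calcium read (Ex 480/Em 530, 1 s cycles) in 1536-well TRHR cells with fluo-8 dye, after 10-cycle baseline and 23 nL compound addition; TRH at EC20 (10 nM final) added afterwards for the enhancer phase.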
# D1 agonist: human D1 receptor agonism; P21728; HEK293 T-REx D1 cells, calcium flux, agonist mode; activation, % at 2 µM; 360,000 tested, 1% active; AID 504660; also: 0% is about no effect
#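 Inducible HEK293 T-REx D1 cells, force-coupled to calcium signalling, were plated at 4000 cells/well with tetracycline and held overnight at 30 C. After no-wash calcium dye loading, compound-evoked calcium rise over 180 s flagged agonists.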
# D2 ag: D2 dopamine receptor (human) agonism | HEK293 T-REx D2 cells, calcium flux agonist mode | activation, % at 2 µM | 340,000 tested, 0.53% active;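 active = activation over 3 SD above normal in the single-dose calcium agonist read, cut at about 30% in these data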; also: 0% is about no effect
#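 HEK293 Trex D2 cells, tetracycline-induced, o/n 30 C 5% CO2; no-wash Ca dye, RT 30–90 min; 10-cycle baseline, 23 nl cpd added, kinetic Ca read 180 s; agonist hits = positive Ca response.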
# D1 PAM: enhances dopamine response at the human D1 receptor; P21728; HEK293 TREx D1 cells, calcium flux, dopamine EC20 potentiation; potentiation, % at 10 µM; 360,000 tested, 0.036% active; AID 504651; in the data active = potentiation above about 30%; also: 0% is about no effect
# D1 antag: blocks dopamine activation of the human D1 receptor; P21728; HEK293 TREx D1 cells, calcium flux, dopamine EC80; hits give low values; activity change, negative = inhibition, % at 10 µM; 360,000 tested, 3.2% active; AID 504652; in the data active = activity change below about -30%; also: % is scaled to controls: 0 for no effect and ±100 for the full control effect
#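 Compound effects on dopamine-evoked calcium signalling were measured in tetracycline-induced HEK293 Trex D1 cells. Dopamine at EC80 followed a 180 s compound pre-read, and fluorescence was tracked kinetically for 180 s more.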
# RXFP1 antag: RXFP1 (human) relaxin receptor antagonism; Q9HBX9; HEK293-RXFP1, relaxin-stimulated cAMP HTRF, 30 min; hits give low values; activity change, negative = inhibition, % at 57.5 µM; 350,000 tested, 0.59% active;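 active = activity change of -60% or lower, but not beyond a set lower limit; inconclusive = change between -60% and -40%, or beyond the set limit; inactive = change above -40%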; also: % is scaled to controls: 0 for no effect and ±100 for the full control effect
# Target sequence (Q9HBX9 whole entry, looked up): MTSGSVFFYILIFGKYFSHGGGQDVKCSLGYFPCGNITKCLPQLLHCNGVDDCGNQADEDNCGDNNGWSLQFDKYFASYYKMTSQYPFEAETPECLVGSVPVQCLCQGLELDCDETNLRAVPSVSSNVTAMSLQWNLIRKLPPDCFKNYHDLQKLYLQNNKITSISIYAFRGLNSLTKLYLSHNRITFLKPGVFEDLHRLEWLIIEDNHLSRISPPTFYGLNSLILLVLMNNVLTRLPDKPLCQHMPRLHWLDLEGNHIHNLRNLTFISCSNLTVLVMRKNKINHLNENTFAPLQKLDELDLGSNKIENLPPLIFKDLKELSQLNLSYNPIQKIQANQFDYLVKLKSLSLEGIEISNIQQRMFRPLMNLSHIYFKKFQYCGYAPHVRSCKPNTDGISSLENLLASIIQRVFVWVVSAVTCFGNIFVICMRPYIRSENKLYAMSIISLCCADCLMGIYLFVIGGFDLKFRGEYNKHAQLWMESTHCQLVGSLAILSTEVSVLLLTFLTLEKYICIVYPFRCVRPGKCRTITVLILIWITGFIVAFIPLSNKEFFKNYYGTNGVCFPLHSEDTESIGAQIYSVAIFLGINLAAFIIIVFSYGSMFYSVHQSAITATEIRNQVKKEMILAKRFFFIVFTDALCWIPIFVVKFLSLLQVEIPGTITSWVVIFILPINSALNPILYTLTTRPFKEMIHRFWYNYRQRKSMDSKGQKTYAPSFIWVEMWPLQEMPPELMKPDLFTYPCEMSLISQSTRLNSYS
# Starred values were filed as active, the others as inactive; ? = inconclusive; / = not tested or not shown; & = joins results of further samples. Rule as the data show it, unless noted: active = activation above about 30%; inactive = the rest.
canonical_smiles,D2 ag,D2 PAM,D2 antagonist,TRHR agonist,D1 PAM,RXFP1 antag,TRHR PAM,D1 antag,D1 agonist
Nc1n[nH]c(C2CCCCC2)n1,/,/,/,1.0,-2,3,-2,1,3
Cc1nc2ccc(C(=O)c3ccccc3)cc2[nH]1,/,15,/,0.6,4,-2,-4,-1,0
O=C(Nc1ccc(O)cc1)c1ccc2c(c1)C(=O)N(N1C(=O)c3ccccc3C1=O)C2=O,0.4,-6,-13,-0.6,1,2,-7,2,2
CCOc1ccc(N2C(=O)c3cccnc3C2Nc2ccc(OC)cc2)cc1 (centres undefined),0.6,12,0,-0.4,0,7,8,9,-1
O=S1(=O)CCOC[C@H](CC2CCCCC2)N1Cc1cccc(F)c1,-1.0,0,4,0.3,-2,/,-9,6,9
CCC1Nc2ncnc(N3CCOCC3)c2N(Cc2ccccc2)C1=O (centres undefined),-0.2,-6,1,-0.4,-5,/,-9,-2,2
CC(C)[C@H](NC(=O)Nc1cccc(Br)c1)C(=O)O,-0.2,2,12,0.3,-3,11,-5,6,4
O=C(Nc1cccc2ccccc12)c1ccc(Br)o1,0.8,6,-1,-0.3,-4,-12,1,20,0
CCOC(=O)c1cnc2ccccc2c1Nc1cccc(OC)c1,0.2,0,/,0.4,-1,-12,-4,-35*,4
COc1ccccc1Nc1nc2nonc2nc1N1CCC(C)CC1,-0.8,3,13,1.7,-5,/,-11,3,3
Cc1cc(C)c(C)c(S(=O)(=O)NCC(=O)O)c1C,/,/,/,0.2,-2,4,2,3,2
NC(=O)c1ccc(SCC(=O)OCC(=O)NCc2cccs2)c([N+](=O)[O-])c1,0.3,1,2,0.3,1,-10,-5,8,0
CC1CCC/C(=N/NC(=O)c2ccccc2-n2cccc2)C1 (centres undefined),-0.1,6,6,0.1,-6,4,3,0,4
Nc1ccc(C(=O)Nc2ccc(OC(F)(F)C(F)F)c(NC(=O)c3ccc(N)cc3)c2)cc1,-1.3,1,-5,-0.1,1,/,1,-32*,3
Cc1cc(OCC(=O)NNC(=S)NC(=O)c2ccc(Br)o2)ccc1Cl,-1.0,3,8,0.3,5,-24,-1,7,4
Fc1ccc2nc(N3CCCC3)sc2c1,0.2,4,-1,-1.4,0,-14,1,-8,-4
O=C(O)CCCN=CC1=C(O)CNC1=O,1.3,15,-15,0.6,3,-3,-2,1,4
CCn1c(C)c(CS(=O)(=O)c2ccccc2)[nH]c1=O,0.9,9,0,1.5,-4,17,3,-12,3
Cc1ccc(Sc2ccc(C(=O)NC(C)C)cc2[N+](=O)[O-])cc1,0.5,5,-6,-2.1,-6,-8,-1,-21,1
O=C(NCCC1CCCCN1S(=O)(=O)c1ccc(F)cc1)C(=O)NCCN1CCOCC1 (centres undefined),-0.2,2,-6,0.2,-6,-4,2,-5,0
O=[N+]([O-])c1ccc(-c2nn(-c3ccccc3)cc2/C=N/n2c(-c3cccs3)n[nH]c2=S)cc1,-0.1,26,1,0.2,3,4,-13,2,1
O=C(Nc1ccccc1F)c1ccc2c(c1)CCN2S(=O)(=O)c1ccccc1,0.6,2,-7,0.4,-6,-18,-2,-6,7
COc1ccccc1NS(=O)(=O)c1ccc(C(=O)NCC2(N(C)C)CCCCC2)cc1,/,/,/,0.8,6,-11,15,0,3
CCOC(=O)C1(CCOc2ccccc2)CCN(Cc2cccc(OC)c2OC)CC1,1.3,1,0,0.4,0,2,2,-16,17
Cc1ccccc1OCC(=O)Nc1sc2c(c1C#N)CCC2,-0.8,9,-8,0.1,5,5,1,-15,2
Cc1cc(NC(=O)C(C)SCC(=O)N(C)CC(=O)Nc2ccc(Br)cc2C)no1 (centres undefined),-0.7,-1,1,0.8,-1,7,3,-3,0
CCOC(=O)c1cc(NC(=O)/C=C\C(=O)O)ccc1Cl,0.0,-1,8,0.1,1,-6,11,2,6
COC(=O)CCC(=O)OC1(C)C(=O)C2=CN(C(CO)CO)C(c3ccc(OC)cc3)=CC2=C(Br)C1=O (centres undefined),2.6,-10,30*,1.9,7,/,3,-21,4
C=Cc1ccc(CSc2nc(-c3ccccc3C)nc3c2Cc2c(CO)cnc(C)c2O3)cc1,/,1,/,0.5,-5,-38,2,1,1
Cc1cc(F)ccc1S(=O)(=O)Nc1ccc(O)c(Sc2ncn[nH]2)c1,0.2,0,-17,1.0,-2,10,-1,-3,1
COC(=O)C1=CN(c2cc(C)cc(C)c2)C=C(C(=O)OC)C1c1cccc(F)c1,-1.3,0,8,-0.1,6,3,0,1,1
CCOc1ccc(S(=O)(=O)N2CCN(c3cccc(C(F)(F)F)c3)CC2)cc1OCC,1.0,7,/,0.6,-1,-7,2,-10,4
Cc1cccc(OCC(=O)OCC(=O)N2CCCc3ccccc32)c1C,0.1,1,5,4.5,-10,2,26,0,10
Cc1nn(C)cc1/C=N/NC(=O)C(C)(C)Oc1ccc(Cl)cc1,/,-6,-5,0.8,-3,-3,1,-2,-2
O=C(COC(=O)CNC(=O)c1ccc(Cl)cc1)Nc1ccc2c(c1)OCCO2,-0.5,3,-12,0.2,7,-8,4,-7,2
COc1ccc(C2=NOC(C(=O)Nc3c(C)n(C)n(-c4ccccc4)c3=O)C2)cc1 (centres undefined),0.2,-3,-26,-0.2,/,/,1,-6,1
COc1cccc(N2CC(NC(=O)C3CCCCC3)CC2=O)c1 (centres undefined),/,-7,/,0.2,-1,-3,-7,/,1
CN1C(=CC=C2C=C(I)C(=O)C(I)=C2)C(C)(C)c2ccccc21,6.7,-4,15,9.3,-2,-2,3,-42*,19
C=CCN=C1SCC(=O)N1S(=O)(=O)c1ccc(C)cc1,1.6,/,-8,0.9,-2,-15,-5,0,9
Cc1cc(/C=C(/C#N)C(=O)Nc2ccccc2)c(C)n1-c1cccnc1,-0.2,21,5,-0.8,-6,-3,0,-2,13
CCOc1ccc(CN2C(=O)c3ccccc3C2C(=O)NC(C)CC)cc1OC (centres undefined),-0.2,6,-5,0.1,-8,27,-6,8,2
Cc1cc(C)nc(N2CCN(C(=O)CCC(=O)Nc3nnc(CC(C)C)s3)CC2)n1,-1.1,-3,-11,-1.4,6,6,2,1,1
CCc1oc(C(=O)O)cc1CN(CC)CC,0.1,0,-3,0.0,-3,12,-4,1,3
Cc1cc(C)nc(NC(=O)CSc2ccccn2)n1,0.6,26,0,0.8,-6,12,3,-7,2
COC(=O)c1sccc1NC(=S)Nc1cc(OC)ccc1OC,0.1,0,4,0.0,2,-21,0,15,4
COc1cc2c(cc1OC)CN(c1nc(CN3CCOCC3)nc3sc4c(c13)CCC(C)C4)CC2 (centres undefined),-1.5,-4,-5,-0.9,-9,-6,18,4,1
CC(C)CNc1c(N)c(=O)oc2ccccc12,-0.5,5,24,-0.3,-6,2,-5,-21,-2
N#CCC(=N)N1CCN(c2ccccc2Cl)CC1,-0.4,-9,8,0.2,-6,-2,-3,-12,2
NS(=O)(=O)c1cccc(NC(=O)CCCNC(=O)c2ccc(Cl)cc2)c1,0.0,1,-3,0.8,-4,-27,-1,-17,0
Cc1ccc(C)c(NC(=O)C2CCCN(S(=O)(=O)c3ccc4[nH]c(=O)ccc4c3)C2)c1 (centres undefined),-0.5&-0.4,11&1,9,-0.1&0.3,-4&-4,2&-5,-1&-3,36&-5,1&0

# Further results
canonical_smiles,D2 ag,D2 PAM,D2 antagonist,TRHR agonist,D1 PAM,RXFP1 antag,TRHR PAM,D1 antag,D1 agonist
COC(=O)COc1ccc2c(-c3ccc(OC)cc3)cc(=O)oc2c1,-0.1,9,-13,-0.7,-4,0,-3,/,-2
O=C(CN1C(=O)/C(=C/c2ccco2)SC1=S)Nc1ccc(O)c(C(=O)O)c1,0.9,-1,2,0.8,3,-7,1,12,7
O=C(CSc1ncnc2c1cnn2-c1ccccc1)Nc1ccc2c(c1)OCO2,-0.3,-14,0,0.1,-2,-7,-2,-17,5
COc1cccc(C(=O)/C=C/c2ccc(OCC#N)c(OC)c2)c1,1.3,-2,17,0.0,2,-26,1,-7,6
O=C(c1ccccc1)c1ccc(OCC(=O)N2CCOCC2)cc1,-2.6,-2,-26,-0.3,-7,-3,-3,9,2
Cc1csc(NC(=O)C(C)Oc2ccc(Br)cc2)n1 (centres undefined),-0.8,9,-20,0.3,-5,?,8,26,-1
Cc1cccc(N2CCN(C(=O)N3CCOCC3)CC2)c1C,0.2,0,-6,-0.5,6,8,-6,-9,1
CSc1ccc(Cl)c(C(=O)Nc2ccc(C)cn2)c1,-1.1,-2,2,-0.2,-3,-6,-6,-7,2
CN1c2ccccc2C(O)=C(C(=S)Nc2ccc(F)c(Cl)c2)S1(=O)=O,0.0,11,-17,-0.2,-5,-18,1,-19,1
Cc1nn(Cc2ccccc2)c2c1C(c1cccc(Cl)c1)C(C#N)=C(N)O2 (centres undefined),0.4,5,-7,-0.6,-12,17,-1,19,-1
O=C(CCn1c(=O)c2cccn2c2cccnc21)NCc1ccc(F)cc1,-1.0,2,/,-0.4,-5,1,0,1,-1
Cc1c(Cl)cccc1NC(=O)[C@@]1(CC(=O)O)CC(/C=C/c2ccccc2)=NO1,-1.5,10,10,-1.2,3,-10,1,-10,1
Cc1cncn1CCc1nc2c3ccccc3nc(SCC(=O)Nc3ccc(F)cc3)n2n1,0.5,7,/,-0.3,-2,-1,3,-2,-1
COc1ccc(Cl)cc1NC(=O)Cc1coc2c(C)c(C)ccc12,0.3,-9,/,0.9,5,-21,-1,0,6
Cn1c(Cc2cccs2)nnc1SCC(=O)Nc1ccc(C(N)=O)cc1,1.1,-2,-6,0.3,-7,0,3,0,0
O=C(COC(=O)c1cccc2ccccc12)NCCCc1ccccc1,-1.1,6,2,0.3,2,4,-1,10,8
